FBW7 act: activators of human E3 ligase FBW7. 650,000 compounds, 0.13% hits. normalized activity (activation), % at 26.1 µM. AlphaScreen FBW7–phospho-cyclin E peptide binding, activator screen. AID 1259310. Q969H0; in the data active = normalized activity above about 1.9%;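 also: purified mutant Fbw7 with reduced substrate affinity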
GPR151 ag: activators of human GPR151; Q8TDV0; PathHunter beta-arrestin GPR151 cells, luminescence; activation, % at 11.2 µM; 650,000 compounds, 1% hits; AID 1508602; in the data active = activation above about 4.9%;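 also: 0% = median of compound wells and 100% = cells with positive control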
Target sequence (Q8TDV0 whole entry, looked up): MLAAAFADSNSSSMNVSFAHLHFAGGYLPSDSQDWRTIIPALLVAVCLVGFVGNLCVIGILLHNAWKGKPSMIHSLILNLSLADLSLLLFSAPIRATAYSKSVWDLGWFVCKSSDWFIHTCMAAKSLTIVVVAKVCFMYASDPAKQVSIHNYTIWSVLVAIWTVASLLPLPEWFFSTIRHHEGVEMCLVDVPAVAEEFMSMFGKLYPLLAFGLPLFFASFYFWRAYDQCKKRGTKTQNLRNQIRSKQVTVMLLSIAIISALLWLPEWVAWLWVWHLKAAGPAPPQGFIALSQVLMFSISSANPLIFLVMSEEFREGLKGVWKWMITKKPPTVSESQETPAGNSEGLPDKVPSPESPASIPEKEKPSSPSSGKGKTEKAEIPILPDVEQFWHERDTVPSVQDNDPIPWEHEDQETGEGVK
TEAD-YAP block: TEAD-YAP interaction inhibition. HEK-TIYL cells, TEAD-Gal4/YAP UAS-luciferase luminescence. inhibition, % at 9.12 µM. 640,000 compounds, 1.4% hits. AID 1259422; in the data active = inhibition above about 32%;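 also: 0% = median of test compound wells and 100% = reference inhibitor wells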
MITF inh: blocks human microphthalmia-associated transcription factor | AID 1259374 | 650,000 compounds, 0.91% hits | AlphaScreen MITF homodimerization, bead proximity signal | inhibition, % at 2.6 µM; in the data active = inhibition above about 50%;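 also: 0% = vehicle wells with protein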
Target sequence (O75030 whole entry, looked up): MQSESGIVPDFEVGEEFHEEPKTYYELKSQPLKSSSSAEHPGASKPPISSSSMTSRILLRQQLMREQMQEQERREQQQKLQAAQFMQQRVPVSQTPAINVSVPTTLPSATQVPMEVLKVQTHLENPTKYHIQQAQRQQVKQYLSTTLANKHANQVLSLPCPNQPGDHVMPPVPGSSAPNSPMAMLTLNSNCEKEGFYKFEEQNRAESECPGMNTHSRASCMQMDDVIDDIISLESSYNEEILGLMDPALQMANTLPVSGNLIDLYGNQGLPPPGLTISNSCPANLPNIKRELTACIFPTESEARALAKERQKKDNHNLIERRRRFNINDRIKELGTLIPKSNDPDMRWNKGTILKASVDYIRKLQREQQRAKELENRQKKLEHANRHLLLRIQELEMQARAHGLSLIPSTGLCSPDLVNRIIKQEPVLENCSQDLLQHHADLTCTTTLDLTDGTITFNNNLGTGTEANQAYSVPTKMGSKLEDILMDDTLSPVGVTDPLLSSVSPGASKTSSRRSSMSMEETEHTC
Numbers without * were called inactive; & = joins results of further samples; ! = not active in a repeat.

Screening COc1cc(/C=C2/SC(=Nc3ccccc3)N(N(C)C)C2=O)c([N+](=O)[O-])cc1OC returned FBW7 act -0.1, GPR151 ag 0.6, TEAD-YAP block -21 and MITF inh 1.
Screening Cc1c(Cl)cccc1NC(=O)NNS(=O)(=O)c1ccc(F)cc1 returned FBW7 act 0.0, GPR151 ag 0.3, TEAD-YAP block 7 and MITF inh 8.
Screening CCN(Cc1ccccc1)Cc1c(C)[nH]c2c(C)c(C)ccc2c1=O returned FBW7 act 0.0, GPR151 ag 0.4, TEAD-YAP block -3 and MITF inh 6.
For COc1cc(C(=O)OCC(=O)Nc2ncc(C(F)(F)F)cc2Cl)cc(OC)c1OC the results were FBW7 act 0.7, GPR151 ag -1.8, TEAD-YAP block -5 and MITF inh 15.
For CC(C)(C)c1ccc(Cn2c3ccc(F)cc3c3nc4ccccc4nc32)cc1 the results were FBW7 act 0.1, GPR151 ag -1.4, TEAD-YAP block -4 and MITF inh 14.
Screening CCCn1cnc2cc(NCc3ccc(OC)cc3OC)ccc21 returned FBW7 act -0.1, GPR151 ag 0.9, TEAD-YAP block -8 and MITF inh 3.
COc1ccc(COC(=O)CCCC(=O)OCc2ccc(OC)c(OC)c2)cc1OC was read as FBW7 act -0.3, GPR151 ag -1.3, TEAD-YAP block 7 and MITF inh -8.
O=C(NCC1CCCO1)c1ccc2c(c1)N(Cc1ccccc1)C(=O)CS2 (stereo not given) was read as FBW7 act 0.0, GPR151 ag 0.6, TEAD-YAP block 7 and MITF inh -8.
For CN(C(=O)Nc1ccc(Cl)cc1Cl)C1CCCC1 the results were FBW7 act 0.1, GPR151 ag -1.4, TEAD-YAP block -37 and MITF inh 8.
`CC1CCCN(C(=O)c2ccc3c(=O)n(Cc4ccc(Cl)cc4)c(=S)[nH]c3c2)C1` (stereo not given) gave FBW7 act 0.3, GPR151 ag -1.1, TEAD-YAP block -6 and MITF inh 3.
For O=C1c2cccc3cccc(c23)C(=O)N1CC1CCN(C(=O)C2(S(=O)(=O)c3ccccc3)CC2)CC1 the results were FBW7 act -0.3, GPR151 ag 1.7, TEAD-YAP block 8 and MITF inh 2.
For COc1ccc(NC2=CC(=O)CCC2)c(OC)c1 the results were FBW7 act 0.0&-0.1, GPR151 ag 7.8*!, TEAD-YAP block -6&6 and MITF inh 5&0.
Screening CC(C)C(=O)N1CCCCCC1 returned FBW7 act 0.8, GPR151 ag -1.4, TEAD-YAP block -8 and MITF inh 8.
For COc1ccc(CCNc2nc(NCc3cccnc3)nc3c2ncn3CCN2CCCC2=O)cc1 the results were FBW7 act 0.0, GPR151 ag -0.9, TEAD-YAP block 9 and MITF inh 3.
Screening O=C(CCl)c1cnc(N2CCCCC2)s1 returned FBW7 act 0.0, GPR151 ag 0.5, TEAD-YAP block -14 and MITF inh -6.
`Cc1nnc(SCC(=O)Nc2ccc(S(=O)(=O)N3CCCC3)cc2)[nH]c1=O` gave FBW7 act 0.1, GPR151 ag 0.3, TEAD-YAP block -7 and MITF inh 4.
O=C1C(=O)N(CCOc2ccc(Cl)cc2Cl)c2ccccc21 was read as FBW7 act 0.0, GPR151 ag -0.3, TEAD-YAP block -6 and MITF inh 1.
`CCN(CC)CCCNC(=O)c1ccc2c(Cl)c3c(nc2c1)CCC3` gave FBW7 act -0.3, GPR151 ag -0.1, TEAD-YAP block 3 and MITF inh -10.
For CCCCc1c(C)c(C#N)c2nc3ccccc3n2c1N1CCC(C)CC1 the results were FBW7 act -0.2, GPR151 ag -0.5, TEAD-YAP block -4 and MITF inh 53*.
Screening CCOC(CCn1c(SCC(=O)Nc2ccc(OC)cc2OC)nc2ccccc2c1=O)OCC returned FBW7 act -0.1, GPR151 ag -0.2, TEAD-YAP block 24 and MITF inh -4.
`N#C/C(=C/c1c[nH]c2ccccc12)C(=O)Nc1cccc(Br)c1` gave FBW7 act -0.1, GPR151 ag 0.0, TEAD-YAP block 3 and MITF inh -10.
`Cc1ccc(-c2c(Nc3cc(C)[nH]n3)c(=O)c2=O)cc1` gave FBW7 act -0.1, GPR151 ag 0.6, TEAD-YAP block -12 and MITF inh -13.
For CN(CC(=O)NCc1cccnc1)c1nnc(N2CCCC2=O)s1 the results were FBW7 act -0.1, GPR151 ag 5.2*, TEAD-YAP block 3 and MITF inh 10.
For O=C1[C@H]2[C@H]3[C@H](O)[C@H](O)C/C(=N\OCc4ccccc4)[C@H]3CC[C@H]2C(=O)N1C1CCCCC1 the results were FBW7 act 0.5, GPR151 ag 5.8* and MITF inh 2.

As a short view, 11 of the compounds above:
For COc1ccc(CCNc2nc(NCc3cccnc3)nc3c2ncn3CCN2CCCC2=O)cc1 the results were FBW7 act 0.0, GPR151 ag -0.9, TEAD-YAP block 9 and MITF inh 3.
Screening O=C(CCl)c1cnc(N2CCCCC2)s1 returned FBW7 act 0.0, GPR151 ag 0.5, TEAD-YAP block -14 and MITF inh -6.
`Cc1nnc(SCC(=O)Nc2ccc(S(=O)(=O)N3CCCC3)cc2)[nH]c1=O` gave FBW7 act 0.1, GPR151 ag 0.3, TEAD-YAP block -7 and MITF inh 4.
O=C1C(=O)N(CCOc2ccc(Cl)cc2Cl)c2ccccc21 was read as FBW7 act 0.0, GPR151 ag -0.3, TEAD-YAP block -6 and MITF inh 1.
`CCN(CC)CCCNC(=O)c1ccc2c(Cl)c3c(nc2c1)CCC3` gave FBW7 act -0.3, GPR151 ag -0.1, TEAD-YAP block 3 and MITF inh -10.
For CCCCc1c(C)c(C#N)c2nc3ccccc3n2c1N1CCC(C)CC1 the results were FBW7 act -0.2, GPR151 ag -0.5, TEAD-YAP block -4 and MITF inh 53*.
Screening CCOC(CCn1c(SCC(=O)Nc2ccc(OC)cc2OC)nc2ccccc2c1=O)OCC returned FBW7 act -0.1, GPR151 ag -0.2, TEAD-YAP block 24 and MITF inh -4.
`N#C/C(=C/c1c[nH]c2ccccc12)C(=O)Nc1cccc(Br)c1` gave FBW7 act -0.1, GPR151 ag 0.0, TEAD-YAP block 3 and MITF inh -10.
`Cc1ccc(-c2c(Nc3cc(C)[nH]n3)c(=O)c2=O)cc1` gave FBW7 act -0.1, GPR151 ag 0.6, TEAD-YAP block -12 and MITF inh -13.
For CN(CC(=O)NCc1cccnc1)c1nnc(N2CCCC2=O)s1 the results were FBW7 act -0.1, GPR151 ag 5.2*, TEAD-YAP block 3 and MITF inh 10.
For O=C1[C@H]2[C@H]3[C@H](O)[C@H](O)C/C(=N\OCc4ccccc4)[C@H]3CC[C@H]2C(=O)N1C1CCCCC1 the results were FBW7 act 0.5, GPR151 ag 5.8* and MITF inh 2.

Remaining list, next part:
CCOC(=O)C1CCCN(S(=O)(=O)c2c(C)[nH]c(=O)[nH]c2=O)C1 (stereo not given) was read as FBW7 act -0.1, GPR151 ag 0.2, TEAD-YAP block 9 and MITF inh 8.
For CC1(C(=O)OCC(=O)c2ccc(Br)cc2)CC1(Cl)Cl (stereo not given) the results were FBW7 act 0.9, GPR151 ag -1.0, TEAD-YAP block -6 and MITF inh 6.
O=C(O)C(Cc1ccccc1)N=C1NS(=O)(=O)c2ccccc21 (stereo not given) was read as FBW7 act 0.2, GPR151 ag -1.0, TEAD-YAP block 1 and MITF inh 4.
O=C(NCc1cnn(-c2ccccc2)n1)C1CC(Cc2ccccc2)=NO1 (stereo not given) was read as FBW7 act 0.0, GPR151 ag 0.4, TEAD-YAP block 7 and MITF inh 5.
Screening COc1ccc(CC(=O)NCC2(c3ccccc3)CCOCC2)cc1 returned FBW7 act 0.1, GPR151 ag 0.7, TEAD-YAP block 0 and MITF inh -3.
For CCOC(=O)c1sc2nc(SCc3cc(F)cc4c3OCOC4)n(Cc3cccs3)c(=O)c2c1C the results were FBW7 act 0.0, GPR151 ag 0.8, TEAD-YAP block 10 and MITF inh -13.
For OCCCNc1cc(-c2cccc(C(F)(F)F)c2)nc(-c2ccccn2)n1 the results were FBW7 act -0.3, GPR151 ag 1.7, TEAD-YAP block 33* and MITF inh 18.
Cn1cccc1CN1CCN(Cc2ccccc2)CC1 was read as FBW7 act -0.3, GPR151 ag 1.2, TEAD-YAP block 8 and MITF inh 70*.
`Cc1cccc(NS(=O)(=O)c2cc3c(cc2C)N(C)CCO3)n1` gave FBW7 act -0.2, GPR151 ag 0.6, TEAD-YAP block -14 and MITF inh 1.
COc1cc(/C=C2\C(=O)NN(c3ccc(Cl)c(Cl)c3)C2=O)cc(OC)c1OC was read as FBW7 act 0.1, GPR151 ag 2.7, TEAD-YAP block -4 and MITF inh -11.
Screening Cc1ccccc1OCC(=O)Nc1nnc(S(=O)(=O)NCc2ccccc2)s1 returned FBW7 act -0.1, GPR151 ag 1.2, TEAD-YAP block -1 and MITF inh -14.
`CCN(CC)C(=O)C1CCCN(c2ccc([N+](=O)[O-])cc2)C1` (stereo not given) gave FBW7 act 0.3, GPR151 ag 1.3, TEAD-YAP block -11 and MITF inh 13.
Screening COc1ccc(-n2cnc3c(cnn3CCC#N)c2=N)cc1 returned FBW7 act 0.5, GPR151 ag -1.7, TEAD-YAP block 0 and MITF inh 14.
Screening Cc1ccc2c(c1)cc(CN(Cc1cccnc1)C(=O)C1CC1)c1nnnn12 returned FBW7 act -0.1, GPR151 ag 3.1, TEAD-YAP block 1 and MITF inh 10.
COc1ccc(N=c2c([N+](=O)[O-])nn(-c3ccccc3C)n2O)cc1Cl was read as FBW7 act -0.2, GPR151 ag -0.2, TEAD-YAP block 15 and MITF inh -6.
O=C(CNC(=S)N(Cc1ccco1)Cc1ccccc1Cl)NCc1cccnc1 was read as FBW7 act 0.2, GPR151 ag -0.9, TEAD-YAP block -1 and MITF inh 17.
Cc1c(Cl)cccc1N(CC(=O)Nc1ccc(F)c(Cl)c1)S(C)(=O)=O was read as FBW7 act -0.2, GPR151 ag 5.5*, TEAD-YAP block 5 and MITF inh -10.
`Cc1ccc(NC(=O)Cn2nc(C)c(C)c(C#N)c2=O)cc1C` gave FBW7 act 0.1, GPR151 ag -0.7, TEAD-YAP block 8 and MITF inh 3.
Screening COc1ccc(Cl)cc1NC(=O)c1cc(S(=O)(=O)N2CCN(c3ccccc3Cl)CC2)ccc1F returned FBW7 act -0.2, GPR151 ag 2.6, TEAD-YAP block 8 and MITF inh 10.
Screening CCOC(=O)c1sc(=NC(=O)/C=C/c2cc(OC)c(OC)c(OC)c2)n(C)c1C returned FBW7 act 0.0, GPR151 ag 0.0, TEAD-YAP block -2 and MITF inh -16.
Screening COC(=O)CS(=O)(=O)c1cc(Br)cc2c1N(C(C)=O)CC2 returned FBW7 act 0.1, GPR151 ag -1.0, TEAD-YAP block 2 and MITF inh 15.
CC1=C(C(=O)OC(C)C)C(c2ccccc2)C2=C(CC(c3ccccc3)CC2=O)N1 (stereo not given) was read as FBW7 act 1.0, GPR151 ag -2.4, TEAD-YAP block 21 and MITF inh -5.
`CCNS(=O)(=O)c1cc(Cl)ccc1OCC` gave FBW7 act 0.0, GPR151 ag -0.3, TEAD-YAP block -5 and MITF inh -32.
`CCC(C)CN1CCc2nnc(CNC(=O)Cc3cccc(F)c3)n2CC1` (stereo not given) gave FBW7 act -0.2, GPR151 ag 0.1, TEAD-YAP block 4 and MITF inh 1.
`Cc1occc1C(=O)Nc1ccc(Br)cc1` gave FBW7 act 0.0, GPR151 ag -5.7, TEAD-YAP block -70 and MITF inh 1.
`COc1cccc(-n2c(SCC(=O)NC(C)(C)C)nnc2-c2ccccn2)c1` gave FBW7 act 0.3, GPR151 ag 0.8, TEAD-YAP block -3 and MITF inh 16.
Screening COc1ccccc1N1CC(O)(c2cccs2)[N+]2=C1CCCCC2 (stereo not given) returned FBW7 act 0.0, GPR151 ag -1.1, TEAD-YAP block 5 and MITF inh -7.
Screening CC1(C)CC(=O)C(C(C2=C(O)CC(C)(C)CC2=O)c2cccc(Cl)c2Cl)C(=O)C1 (stereo not given) returned FBW7 act 0.3, GPR151 ag 1.3, TEAD-YAP block 0 and MITF inh 19.
COc1ccccc1NC(=O)CSc1ncnc2ccccc12 was read as FBW7 act -0.1, GPR151 ag -1.5, TEAD-YAP block -12 and MITF inh 1.
`O=C(COC(=O)c1ccccc1NC(=O)C(F)(F)F)c1ccc2c(c1)OCCO2` gave FBW7 act 0.1, GPR151 ag -3.0, TEAD-YAP block 8 and MITF inh 0.
Screening CCOc1ccc(S(=O)(=O)NCCSc2ccccc2)cc1 returned FBW7 act 0.0, GPR151 ag 0.2, TEAD-YAP block -3 and MITF inh 5.
Screening CC(C)(C)c1ccc(C(CC(=O)O)NC(=O)c2cccc([N+](=O)[O-])c2)cc1 (stereo not given) returned FBW7 act 0.3, GPR151 ag -1.1, TEAD-YAP block 8 and MITF inh 7.
COc1ccc(OC(C)C(=O)Nc2ccc(C(N)=O)cc2)cc1 (stereo not given) was read as FBW7 act 0.1, GPR151 ag -0.1, TEAD-YAP block 0 and MITF inh 18.
For CC(C)NC(=O)c1ccc2c(c1)N(CC(=O)NC1CCCCC1)C(=O)C(C)(C)O2 the results were FBW7 act -0.1, GPR151 ag 0.3, TEAD-YAP block 8 and MITF inh 0.
`CN(Cc1ccccc1)S(=O)(=O)c1cc(C(=O)Nc2ccccc2C(F)(F)F)ccc1F` gave FBW7 act 0.0, GPR151 ag 0.2, TEAD-YAP block 0 and MITF inh 0.
`Cc1c(NC(=O)Nc2ccc(Cl)c(Cl)c2)c(=O)n(-c2ccccc2)n1C` gave FBW7 act 0.0, GPR151 ag 0.6, TEAD-YAP block -77 and MITF inh -5.
Cc1ccc(C2=NN(CC(=O)NC3CC3)C(=O)CC2)cc1 was read as FBW7 act -0.2, GPR151 ag -0.6, TEAD-YAP block 10 and MITF inh -6.
For CCOC(=O)C1CCN(Cc2cc([N+](=O)[O-])ccc2Cl)CC1 the results were FBW7 act 0.0, GPR151 ag -0.8, TEAD-YAP block 4 and MITF inh 3.
